PV pol inh: poliovirus RdRp elongation inhibitors, primary screen, biochemical, fluorescence polarization, total intensity | Genome polyprotein (Poliovirus type 1 (strain Mahoney)), P03300 | poliovirus polymerase elongation; stronger effect = lower value | % elongation, % (compound at 16.7 µg/mL) | hit rate 0.66% among 150,000; in the data active = % elongation below about 90%; note: some results filed as inactive read as strong as hits
Target sequence (P03300 1749-2209 limits assumed): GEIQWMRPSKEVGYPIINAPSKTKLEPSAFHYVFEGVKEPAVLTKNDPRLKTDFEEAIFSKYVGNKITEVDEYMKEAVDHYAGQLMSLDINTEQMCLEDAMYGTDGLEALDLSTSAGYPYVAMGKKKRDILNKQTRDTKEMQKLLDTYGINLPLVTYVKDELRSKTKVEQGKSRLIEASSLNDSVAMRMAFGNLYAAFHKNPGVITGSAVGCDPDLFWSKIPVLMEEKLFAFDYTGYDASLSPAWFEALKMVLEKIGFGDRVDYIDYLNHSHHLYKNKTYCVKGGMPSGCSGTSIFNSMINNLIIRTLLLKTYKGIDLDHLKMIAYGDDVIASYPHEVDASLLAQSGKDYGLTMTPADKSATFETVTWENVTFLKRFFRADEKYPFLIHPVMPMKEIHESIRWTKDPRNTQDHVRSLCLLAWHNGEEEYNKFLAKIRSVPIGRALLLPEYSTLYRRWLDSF
PV pol inh FP z-score: further read-out of PV pol inh, marked with its call; z-score; measured here: FP z-score; hits read low
Active calls of the source: *. These rows are one share of the data (hit frequency here may not be typical).

entry	compound	PV pol inh FP z-score	PV pol inh
1	S=c1[nH]nc(-c2c(-c3ccccc3)c(-c3ccccc3)nn3nnnc23)o1	-1.2	92
2	Cn1c(SCC(=O)N2CCc3ccccc32)nc2c(c1=O)SCC2	-0.2	99
3	O=C(Oc1c(Cl)cc(Cl)c2cccnc12)N1CCCCCC1	0.7	104
4	CC(C)CC(=O)Nc1nc2nc(-c3ccccc3)cc(=O)n2[nH]1	-1.1	102
5	CCCNC(=O)c1cccc(C)c1	0.2	102
6	CNC(=O)c1cc(Br)cc(S(=O)(=O)N2CCC(C)CC2)c1	0.1	103
7	CCOc1ccccc1NC(=O)N1CCc2cc(S(=O)(=O)N3CCC(C)CC3)ccc21	-1.1	104
8	Nc1ccccc1C(=O)N1CCCCCC1	-0.5	97
9	O=C(NC1(C(F)(F)F)Oc2ccccc2O1)N1CCCC1	0.6	107
10	Cc1ccc(S(=O)(=O)c2nnn(CC(=O)Nc3ccccc3C)c2N)cc1	-0.1	102
11	Cc1cc(NC(=O)c2ccc(S(=O)(=O)N3CCc4ccccc43)cc2)no1	-0.6	99
12	Cc1ccc(CN2C(=O)C(C)(C)Oc3ccc(C(=O)NC4CC4)cc32)cc1	0.5	104
13	Cc1ccc(Cl)cc1N1CCN(C(=O)c2cnc3c(-c4ccc(F)cc4)c(C)nn3c2C)CC1	0.3	109
14	O=C(COc1ccc(S(=O)(=O)NC2CCCC2)cc1)N1CCCCC1	0.6	103
15	O=C(Nc1ccccc1C(F)(F)F)c1cc2nc(-c3ccccc3)cc(-c3ccccc3)n2n1	-0.3	101
16	COc1ccc(N(CC(=O)N2CCN(c3ccc(Cl)cc3)CC2)S(=O)(=O)c2c(C)noc2C)cc1	-1.4	98
17	O=C(OCc1ccc(Cl)c(Cl)c1)c1ccccn1	0.5	101
18	Cc1nn(-c2ccccc2)c2sc(C(=O)Nc3cccnc3)cc12	-0.3	97
19	c1ccc(-c2cnc(CSc3ncn[nH]3)o2)cc1	-0.5	99
20	O=C(C1CC1)N1CCC(C(O)(c2ccccc2)c2ccccc2)CC1	0.5	107
21	NCCSCc1ccccc1	-0.2	100
22	CC/C(C)=N/NC(=O)c1cccc(S(=O)(=O)N(CC)CC)c1	0.7	108
23	CN[C@@H]1CC2OC(C)([C@@H]1OC)n1c3ccccc3c3c4c(c5c6ccccc6n2c5c31)C(=O)NC4 (some centres not stated)	0.1	100
24	Cc1cc(C)c(OC(=O)/C=C/c2cccs2)c(C)c1	0.6	109
25	O=P(c1ccccc1)(c1ccccc1)C1CCCO1 (configuration not stated)	0.6	101

4 compounds picked at random from the list so far, as already listed:
entry	compound	PV pol inh FP z-score	PV pol inh
16	COc1ccc(N(CC(=O)N2CCN(c3ccc(Cl)cc3)CC2)S(=O)(=O)c2c(C)noc2C)cc1	-1.4	98
10	Cc1ccc(S(=O)(=O)c2nnn(CC(=O)Nc3ccccc3C)c2N)cc1	-0.1	102
20	O=C(C1CC1)N1CCC(C(O)(c2ccccc2)c2ccccc2)CC1	0.5	107
2	Cn1c(SCC(=O)N2CCc3ccccc32)nc2c(c1=O)SCC2	-0.2	99

Later entries.
entry	compound	PV pol inh FP z-score	PV pol inh
26	O=C(NC1CCCC1)c1ccc(CSc2nc3cccnc3n2Cc2cccc(F)c2)cc1	0.8	115
27	COC(=O)c1cc2sc(C)cc2n1Cc1cccc(OC)c1	-0.3	109
28	C=C1N(c2nc(C)cc(C)n2)C(=O)OC1(C)C	-0.1	101
29	CC(Oc1ccc(F)cc1)c1nnc(SCC(N)=O)n1C (configuration not stated)	0.7	104
30	Cc1oc(-c2cccc(Cl)c2)nc1CN1CCC(C(=O)NC(C)c2ccccc2)CC1 (configuration not stated)	0.6	109
31	CCN(c1ccccc1)S(=O)(=O)c1cc(C(=O)Nc2ccc(Br)cc2)ccc1F	-1	103
32	Cc1c(C(=O)N(C)C)sc2c1c(=O)n(-c1ccccc1C(F)(F)F)c(=O)n2Cc1ccccc1C#N	0.6	109
33	OCCN(Cc1ccccc1)Cc1cccc(C(F)(F)F)c1	1.9	104
34	CN(Cc1nc2ccccc2c(=O)[nH]1)C(=O)c1cn(-c2ccccc2)nc1-c1cccs1	-0.3	98
35	CCc1cc(=O)oc2c(C)c(OCC(=O)Nc3ccc(S(=O)(=O)N(CC)CC)cc3)ccc12	0.2	112
36	CC(C)NC(=S)NC(=O)c1ccco1	0.2	103
37	Cc1nnsc1C(=O)NNc1ccc(C(C)C)cc1	-0.4	100
38	CCn1c(N2CCN(C(=O)Nc3ccc(Cl)c(C(F)(F)F)c3)CC2)nc2ccccc21	-0.1	100
39	O=C(C1CCN(S(=O)(=O)c2ccc(Br)s2)CC1)N1CCN(c2cccc(Cl)c2)CC1	1.1	112
40	CC(=O)c1ccc(N2CCN(c3ncnc4onc(C)c34)CC2)cc1	0.4	109
41	CCOC(=O)c1c(Nc2ccc(C)cc2)n[nH]c1N	0.5	104
42	NC(=O)c1ccc(NC(=O)CN2CC(=O)Nc3ccccc32)cc1	0	103
43	CCCNC(=O)NCc1cc(C)n(-c2ccc(Cl)cc2)c1C	0.2	101
44	COC(=O)c1ccc2c(c1)N(C)C(=O)/C(=C/c1ccccc1OC)S2	0.3	102
45	CCn1c(=O)n(CC)c2cc(NC=O)c(Br)cc21	-0.1	101
46	CC(CNC(=O)c1cc2oc3ccccc3c2n1C)c1ccccc1 (configuration not stated)	0.9	104
47	Cc1ccc(C(C)(C)CC(=O)O)cc1	-0.5	101
48	Cc1cc(C)cc(N2C(=O)c3ccccc3NC2c2ccc(Cl)cc2)c1 (configuration not stated)	0	101
49	COc1ccc(C(=O)CSc2nn3c(SCC(=O)c4ccc(OC)cc4)nnc3s2)cc1	1.4	112
50	Cc1ccc(NNC(=O)C(C)(C)O)c(C)c1	0.4	106

Some of these compounds in order of heavy-atom count, highest first:
entry	compound	PV pol inh FP z-score	PV pol inh
40	CC(=O)c1ccc(N2CCN(c3ncnc4onc(C)c34)CC2)cc1	0.4	109
45	CCn1c(=O)n(CC)c2cc(NC=O)c(Br)cc21	-0.1	101
28	C=C1N(c2nc(C)cc(C)n2)C(=O)OC1(C)C	-0.1	101

Some of the entries so far, with each value named.
6: CNC(=O)c1cc(Br)cc(S(=O)(=O)N2CCC(C)CC2)c1
  PV pol inh FP z-score: 0.1
  PV pol inh: 103

7: CCOc1ccccc1NC(=O)N1CCc2cc(S(=O)(=O)N3CCC(C)CC3)ccc21
  PV pol inh FP z-score: -1.1
  PV pol inh: 104

Following part.
entry	compound	PV pol inh FP z-score	PV pol inh
51	CCN1CCN(C(c2ccccc2Cl)c2sc3nc(-c4ccco4)nn3c2O)CC1 (configuration not stated)	-0.8	102
52	COc1cc(C2CC(=O)Oc3c2c(=O)[nH]c2ccccc32)cc(OC)c1OC (configuration not stated)	0.4	106
53	Cc1ccc(C)c(N2C(=O)CS/C2=N\NC(=O)c2ccc(S(=O)(=O)N3CCCC3)cc2)c1	0	101
54	CC(C)Oc1ccc(CNC(=O)Cn2nc(N3CCN(c4ccccc4)CC3)ccc2=O)cc1	-1.1	101
55	O=c1cc(Nc2ccccc2)cc[nH]1	0.3	102
56	O=C(O)c1ccc(CN2CCc3ccccc3C2)cc1	0.5	106
57	CSC1=NC2(CCN(C(=O)OC(C)(C)C)CC2)Nc2ccccc21	0.2	102
58	COC(=O)c1cnn(-c2ccc(C(=O)Nc3cc(OC)c(OC)c(OC)c3)cc2)c1N	-1.4	101
59	COc1ccc(N2CCN(CCCNC(=O)c3sc4ncccc4c3-n3cccc3)CC2)cc1	-0.6	104
60	CC(C)Cc1ccc2c(N)c(C(=O)O)sc2n1	-0.1	101
61	O=C(OCc1nc(-c2ccccc2Cl)no1)c1ccc2c(=O)n3c(nc2c1)CCCCCC3	-0.6	99
62	O=S(=O)(NCc1nc2cccnc2n1Cc1ccc(F)cc1)c1ccc(Cl)s1	0.1	108
63	O=C(Cn1ccn(-c2ccccc2)c(=O)c1=O)c1ccc(F)cc1	1.6	106
64	O=C(Cn1ncc2ccccc21)NCc1ccc(Cl)cc1	1	105
65	CCCN1CCN(CCCNC(=O)c2cnc(SC)nc2-c2ccccc2)CC1	0	102
66	COc1cc2c(cc1NC(=O)C(C)NCc1ccc3c(c1)OCO3)oc1ccccc12 (configuration not stated)	-0.4	100
67	Cn1c(=O)c(C#N)c(-c2ccccc2)n2cnnc12	0.8	109
68	N#CC(C#N)=CNCc1cccs1	0.1	102
69	CCn1cc(C(=O)NCCc2ccc(Cl)cc2)c(=O)c2cc(S(=O)(=O)N(C)C3CCCCC3)ccc21	0.9	109
70	COc1ccc(C)cc1NC(=O)CSc1nc(=O)[nH]c2c1CCCC2	1	110
71	CC(=O)c1cccc(NC(=O)CSc2nnc3ccc(-c4ccc(C)cc4)nn23)c1	-1.5	100
72	CCn1cnc2c(oc3ccccc32)c1=O	0.4	102
73	CCOC(=O)c1sc2nc(Cc3ccccc3)nc(NCCC3=CCCCC3)c2c1C	0.6	103
74	Cc1csc(NC(=O)C2CC2)n1	0.4	103
75	CCc1ccc(N2CC(c3nc4ccccc4n3CC)CC2=O)cc1 (configuration not stated)	-0.3	99
76	Cc1c(Cl)cn2c(=O)cc(CN3CCN(C(=O)c4ccco4)CC3)nc2c1Cl	-0.1	102
77	Cc1nnc(SCc2nc(-c3ccc(Cl)cc3)no2)n1-c1ccc(F)cc1	-0.3	106
78	N#C[C@@H]1C[C@@](C#N)(C(=O)c2ccccc2)[C@H]2C=Cc3ccccc3N12	0.7	109
79	Cc1ccccc1-n1nc(C)c2c1NC(=O)CSC2c1ccc(N(C)C)cc1 (configuration not stated)	1.4	115
80	O=C(O/N=C1\Cc2ccccc2C1=O)c1cccs1	0.4	103
81	Cc1ccc(-n2c(=O)c3c(C)c(C(=O)N(C)C)sc3n(CC(=O)N(C)c3ccccc3)c2=O)cc1C	-0.5	104
82	COc1cc(OC)c(NC(=O)CCc2c(C)nc3cc(-c4ccccc4OC)nn3c2C)cc1Cl	0.8	110
83	Cc1nnc(NC(=O)CSc2nnc3c(n2)[nH]c2ccccc23)s1	-0.4	101
84	CCn1cc(SCC(=O)N2N=C(c3cccs3)CC2c2ccc(F)cc2)c2ccccc21 (configuration not stated)	1.3	104
85	COc1ccc(NC(=O)CSc2oc(-c3cccs3)nc2S(=O)(=O)c2ccccc2)c(OC)c1	-0.7	103
86	COc1cc(NC(=O)CN2c3ccccc3S(=O)(=O)c3ccccc32)cc(OC)c1	-0.7	103
87	CC(=O)Nc1ccccc1-c1nc2ccc(C(=O)N3CCN(c4cccc(C)c4)C(C)C3)cc2[nH]c1=O (configuration not stated)	-0.5	101
88	CCn1c(CSc2nc3ccccc3s2)nnc1SCC(=O)c1ccc2c(c1)OCCO2	-0.2	98
89	CCN(C1CCS(=O)(=O)C1)S(=O)(=O)c1ccccc1 (configuration not stated)	-0.3	102
90	COc1ccc2[nH]c(C(=O)O)cc2c1	0.1	102
91	COc1ccccc1CNC(=O)c1ccc2c(c1)N(Cc1cc(C)ccc1C)C(=O)c1ccccc1S2	0.9	114
92	CC1CCCC(NC(=O)c2ccc3c(c2)NC(=O)CS3)C1C (configuration not stated)	0.1	102
93	Cc1ccc(-c2nnc(NC(=O)CCS(=O)(=O)c3ccc(F)cc3)o2)c(C)c1	-0.1	102
94	O=C1CCC(=O)N1c1nccs1	-0.2	101
95	O=C(NCc1ccc(Cl)cc1)NC1COc2ccccc2C1 (configuration not stated)	-2.6	94
96	Cc1cccc(Oc2ncc(F)c(Oc3cccc(C)c3)n2)c1	-0.4	99
97	Cc1cc(Br)cc(Br)c1	0.2	102
98	Cc1nc2nc(CNC(=O)c3cccc(F)c3)nn2c(C)c1CCC(=O)Nc1ccc(F)cc1	0.4	108
99	CCN(CC)S(=O)(=O)c1ccc(C(=O)Nc2nc(-c3ccc4c(c3)OCO4)cs2)cc1	-0.1	101
100	COc1ccc(CNC(=O)C(=O)Nc2ccccc2OC)cc1	-0.6	100

(further entries)
entry	compound	PV pol inh FP z-score	PV pol inh
101	CC(Cc1ccccc1)N=c1nc2c(ncn2C)c(N)n1C (configuration not stated)	0	102
102	COc1cccc(CNCc2cccnc2)c1OCC(N)=O	-0.9	99
103	COc1cccc(NC(=O)N2CCNCC2)c1	-0.8	100
104	CC(C)c1ccc(OC(=O)C(C)N2C(=O)c3ccccc3C2=O)cc1 (configuration not stated)	0.3	107
105	O=C1Nc2ccc(Br)cc2C1Cc1ccco1 (configuration not stated)	0	102
106	CC(C)N(C(=O)CSc1nncn1C)c1ccccc1	0.7	104
107	Cc1cnc(NC(=O)CSc2ccc(Cl)cc2)s1	0.1	105
108	Clc1ccc(C2=NN=C(N3CCCC3)SC2)cc1	0.7	109
109	O=C1CCCC2=C1C(c1ccccn1)Nc1ccc3ncccc3c12 (configuration not stated)	0.1	102
110	CC(=O)N1c2ccc(S(=O)(=O)N3CC(=O)N(CCc4ccccc4)C(=O)C3)cc2CC1C (configuration not stated)	-0.2	100
111	Cc1cc(O)cc(=O)n1Cc1ccccc1	0.7	106
112	O=C(CN1c2ccccc2-c2ccccc2S1(=O)=O)N1CCCCC1	0.6	103
113	CCn1nc(C(=O)Nc2ccc(OC)cc2)c2ccccc2c1=O	-1.1	95
114	O=C(O)CCC(=O)Oc1ccccc1	-0.2	101
115	Cc1cccc(C)c1NC(=O)CN(C)S(=O)(=O)c1ccc2[nH]c3c(c2c1)CCCC3	0.5	108
116	CCC(C)NS(=O)(=O)c1cc(-c2cc(C)no2)ccc1C(C)C (configuration not stated)	0.5	102
117	Cc1coc2cc3oc(=O)c(CC(=O)NCCc4ccccc4)c(C)c3cc12	1.1	113
118	N#Cc1ccc(NC(=O)COC(=O)/C=C/c2cn(-c3ccccc3)nc2-c2cc3ccccc3o2)cc1	0.5	107
119	CCN(CC)CCSc1nc(CC(C)C)nc2c1c(=O)n(C)c(=O)n2C	-0.2	101
120	COc1ccc2c(C(=O)O)cc(=O)[nH]c2c1	-0.3	101
121	COC(=O)CN(c1ccc(C(C)C)cc1)S(=O)(=O)c1c(C)[nH]c(=O)[nH]c1=O	-1.2	99
122	COc1ccc(N/N=C(\C#N)C(=O)Nc2ccccc2C(=O)O)cc1Cl	1	111
123	O=C(O)c1nn(CC(=O)N2N=C(c3ccc(Cl)cc3)CC2c2ccco2)c(=O)c2ccccc12 (configuration not stated)	-0.2	102
124	COc1ccc(-n2c(CCC(=O)O)nc3ccccc3c2=O)c(OC)c1	0.4	105
